APOBEC3G inh – APOBEC3G (human) deaminase inhibition. inhibition, % at 20 µM. Q9HC16. recombinant A3G, ssDNA deamination FAM/TAMRA fluorescence. 0.28% of 330,000 active;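 active = inhibition of at least 40% at 20 µM, with no more than 30% in the related APOBEC3A deaminase screen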;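 note: plate controls were DMSO wells with A3G for no effect and wells lacking A3G enzyme for full effect; some compounds called inactive have numbers as strong as hits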
ATG4B inh – ATG4B (human) cysteine protease inhibition. Q9Y4P1. ATG4B cleavage of LC3-PLA2, NBD-HPC fluorescence, 1 h. inhibition, % at 8.33 µM. 0.51% of 340,000 active; in the data active = inhibition above about 40%
MIN6 prolif – induces beta-cell replication in MIN6 cells; MIN6 cells proliferation, ATPlite luminescence, 48 h; cells starved in 0.2% serum; 100% = growth in 10% serum; AID 2380; proliferation, % at 10 µM; 0.29% of 330,000 active;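 active = compounds whose signal lies at least 3.5 SD above the mean of all wells on their plate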;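 note: 0% = DMSO-treated cells in low-serum medium and 100% = 10% serum control; some compounds called inactive have numbers as strong as hits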
mIAP activ – increases mouse intestinal alkaline phosphatase activity | muIAP, CDP-Star luminescence, 30 min; hits give high values; 1 = vehicle-only enzyme signal, 0 = enzyme-free wells | activation factor at 10 µM | 0.24% of 330,000 active;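 active = activation factor of at least 2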; note: the source names both 10 and 20 µM as test concentration; values of inactives mirror those of a sister screen read the other way
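also added = chemiluminescent substrate CDP-Star | test system = mouse IAP enzyme | signal = chemiluminescence readout | compound = DMSO-dissolved test compounds | incubation = 30 min at room temperature | benchmarks = DMSO wells, no-enzyme wells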
mIAP block – mouse IAP inhibition; purified mouse IAP, CDP-Star luminescence, 30 min; inhibition, % at 10 µM; 0.2% of 330,000 active; AID 2806;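 active = inhibition of at least 40% at 10 µM in the primary screen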;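 note: plate controls were DMSO with enzyme for no effect and no enzyme wells for full effect; values of inactives mirror those of a sister screen read the other way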
hIAP activ – increases human intestinal alkaline phosphatase activity; 0.16% of 330,000 active; purified human IAP, CDP-Star luminescence, 30 min; hits give high values; 1 = vehicle-only enzyme, 0 = enzyme-free background; activation factor at 10 µM; P09923;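 active = activation factor of the enzyme at least 2-fold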; note: the source names both 10 and 20 µM as test concentration; values of inactives mirror those of a sister screen read the other way
Target sequence (P09923 whole entry, looked up): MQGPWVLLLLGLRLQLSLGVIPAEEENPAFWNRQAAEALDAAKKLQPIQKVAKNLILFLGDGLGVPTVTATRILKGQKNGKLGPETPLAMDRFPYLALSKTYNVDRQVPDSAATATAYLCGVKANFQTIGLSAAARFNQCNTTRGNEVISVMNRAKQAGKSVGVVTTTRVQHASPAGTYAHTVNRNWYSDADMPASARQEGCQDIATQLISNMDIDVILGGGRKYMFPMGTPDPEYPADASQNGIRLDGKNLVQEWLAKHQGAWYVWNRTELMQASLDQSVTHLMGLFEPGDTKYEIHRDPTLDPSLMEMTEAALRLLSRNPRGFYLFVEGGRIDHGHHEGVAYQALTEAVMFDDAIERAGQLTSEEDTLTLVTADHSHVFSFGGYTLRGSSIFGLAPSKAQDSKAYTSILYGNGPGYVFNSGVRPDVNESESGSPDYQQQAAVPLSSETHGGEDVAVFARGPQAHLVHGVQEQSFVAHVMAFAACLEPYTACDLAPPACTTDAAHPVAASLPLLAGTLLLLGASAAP
APOBEC3A inh – blocks human APOBEC3A ssDNA deamination; P31941; recombinant A3A, FAM/TAMRA ssDNA deamination fluorescence; inhibition, % at 20 µM; 0.41% of 330,000 active;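 active = at least 40% inhibition at 20 µM here, with at most 30% in a related deaminase screen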;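 note: plate controls were A3A with DMSO for no effect and wells lacking A3A enzyme for full effect; some results filed as inactive read as strong as hits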
Target sequence (P31941 whole entry, looked up): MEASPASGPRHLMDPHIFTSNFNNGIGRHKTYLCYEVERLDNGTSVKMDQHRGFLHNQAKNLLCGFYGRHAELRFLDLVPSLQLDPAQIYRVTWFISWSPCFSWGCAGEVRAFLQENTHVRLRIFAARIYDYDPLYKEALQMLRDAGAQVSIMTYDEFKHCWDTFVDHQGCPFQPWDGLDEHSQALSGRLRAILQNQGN
hIAP inh – blocks human intestinal alkaline phosphatase | purified IAP, CDP-Star luminescence, 30 min | inhibition, % at 10 µM | 0.12% of 330,000 active | AID 2544;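 active = inhibition reaching a set limit with compound at 10 µM in the primary screen, cut at about 35% in these data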;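 note: plate controls were DMSO wells with enzyme for no effect and no-enzyme buffer wells for full effect; values of inactives mirror those of a sister screen read the other way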
MPTP inh – inhibitors of mitochondrial permeability transition pore; isolated mouse mitochondria, Ca2+ swelling absorbance, 30 min; inhibition, % at 10 µM; 1.4% of 360,000 active; AID 602449;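 active = inhibition of 50% or more, scaled per plate between neutral and stimulator controls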;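 note: 0% = DMSO wells given calcium and 100% = 1 mM EGTA wells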
* = called active by the depositor; . = not tested or not shown.

Preview, two compounds:
Compound	APOBEC3G inh	ATG4B inh	MIN6 prolif	mIAP activ	mIAP block	hIAP activ	APOBEC3A inh	hIAP inh	MPTP inh
COc1ccc(-c2csc3ncnc(N4CCN(S(=O)(=O)c5cccs5)CC4)c23)cc1	-8	4	-3	0.94	6	1	-3	-2	0.4
C=CCOc1ccc(/C=C/C(=O)OCC(=O)N2CCCc3ccccc32)cc1	-12	9	1	0.99	0	0.9	-1	10	2.4

Main list, previewed entries included:
Compound	APOBEC3G inh	ATG4B inh	MIN6 prolif	mIAP activ	mIAP block	hIAP activ	APOBEC3A inh	hIAP inh	MPTP inh
COc1ccc(-c2csc3ncnc(N4CCN(S(=O)(=O)c5cccs5)CC4)c23)cc1	-8	4	-3	0.94	6	1	-3	-2	0.4
C=CCOc1ccc(/C=C/C(=O)OCC(=O)N2CCCc3ccccc32)cc1	-12	9	1	0.99	0	0.9	-1	10	2.4
NC(=O)C1CCN(C(=O)CCc2nc3ccccc3c(=O)[nH]2)CC1	-3	-9	1	0.88	12	0.83	-2	17	-3.2
COC(=O)Nc1nn(Cc2ccccc2F)cc1Br	-4	-1	-2	0.95	5	1.2	2	-18	-1.1
CC(C)C(=O)N1CC(=O)Nc2ccc(F)cc2C1c1ccc(F)cc1 (stereo not given)	-8	-1	-3	1	-4	0.86	-6	14	-0.3
O=C(CCNC(=O)c1ccco1)Nc1ccc(C(F)(F)F)cc1	-1	0	0	0.97	3	1	5	-2	1.9
CCCCCCC(=O)N1C/C=C\C(c2ccc(OC)cc2)N(Cc2ccc(F)cc2)C(=O)[C@H]1Cc1ccccc1 (stereo not given in full)	-10	3	-7	1	-2	1.1	0	-13	.
NC(=O)c1cc(C(=O)c2cccc(Cl)c2Cl)c[nH]1	-7	4	-3	0.92	8	0.96	-1	4	-1.5
CCCC(=O)N(c1ccc2oc(=O)sc2c1)S(=O)(=O)c1cccs1	-13	-8	-4	0.95	5	1	-4	-3	0.7
COc1ccc(Nc2nccc(-c3cccc(N)c3)n2)cc1	-7	-11	-1	1.2	-16	1.1	-3	-7	1.0
Cc1ccccc1NC(=O)C(Cc1ccccc1)n1cccc1 (stereo not given)	-1	4	-2	1.1	-13	1.2	2	-17	0.8
NC(=O)Cn1c(=O)oc2ccccc21	-10	-9	-2	0.96	4	1	-1	-4	-0.1
Cc1occc1C(=O)NNC(=O)c1ccc(Br)o1	-8	3	-2	0.91	9	1.1	-1	-10	-0.5
CCOC(=O)CN1C(c2ccc(O)cc2)Nc2ccc(Br)cc2C1c1ccccc1 (stereo not given)	-6	17	0	0.94	6	1.1	-2	-7	5.0
CCCC(C)NC(=S)NC(=O)c1cc(S(=O)(=O)N2CCOCC2)ccc1C (stereo not given)	-7	10	0	0.76	24	0.82	-2	18	3.9
O=C(CCCNS(=O)(=O)c1cccs1)N1CCN(c2cccc(Cl)c2)CC1	-2	-14	-2	0.91	9	1.1	2	-6	1.3
N#Cc1ccc(NC(=S)NC(=O)CCc2ccc(S(=O)(=O)N3CCOCC3)cc2)cc1	-2	-10	0	0.96	4	0.98	1	2	2.7
Cc1ccccc1CN1C(=O)c2ccccc2S(=O)c2ccc(C(=O)NCCCN3CCOCC3)cc21 (stereo not given)	0	-6	-4	0.98	2	1	1	-5	-1.2
Cc1noc(C)c1S(=O)(=O)N(C)C[C@H]1Oc2c(cccc2N(C)C)C(=O)N([C@H](C)CO)C[C@@H]1C	-6	-1	-2	0.88	12	1	-2	-4	0.3
CCCc1nnc(NC(=O)CS(=O)(=O)c2ccccc2)s1	-5	-17	0	0.91	9	0.88	0	12	0.3
Cn1c(C(=O)NCc2cccnc2)cc2sc(Cl)cc21	-2	-6	2	1	-2	0.91	0	9	0.3
COc1ccccc1-c1c(C)nn2c(N3CCC4(CC3)OCCO4)cc(C)nc12	-3	-12	-3	1.1	-8	1.1	-3	-15	0.2
COCCNC(=O)CN(C(=O)c1ccc(N2CCCC2)nc1)c1ccc(Cl)cc1	9	-8	0	1.1	-6	1.2	-3	-16	1.1
Oc1ccccc1NCC(O)Cn1ccc2ccccc21 (stereo not given)	-9	-2	-7	0.78	22	0.94	-4	6	2.6
O=C(CNC(=O)c1ccco1)OCC(=O)c1ccc(Cl)cc1	-6	-3	1	0.88	12	1.1	-3	-13	-1.9
CCCN1Cc2cccc(C(=O)Nc3ccc(CC)cc3)c2C1=O	5	-11	7.1*	0.97	3	1.1	2	-9	4.8
OCC[C@@H]1C[C@@H](O)[C@H](O)[C@@]2(OCc3ccccc32)O1	-8	11	3	1.1	-10	1.1	-2	-9	0.0
CC1(c2ccccc2)NC(=O)N(CC(=O)Nc2ccccc2C(=O)NC2CC2)C1=O (stereo not given)	-6	-2	7	0.95	5	0.91	-1	9	-0.4
CCOC(=O)C1CCN(S(=O)(=O)c2cc3c(cc2C)NC(=O)CO3)CC1	-12	3	0	1.1	-12	1.2	-5	-20	-1.9
Cc1cc(=O)oc(C)c1C(=O)NCCCN1CCN(c2ccccc2F)CC1	-3	-2	0	0.93	7	1.1	0	-10	-1.6
O=C(CNC(=O)c1ccccc1)NCC(=O)OCC(=O)c1ccccc1Cl	-6	-4	-4	0.93	7	1	1	0	-1.5
COc1cc2c3nnc(-c4ccccc4)c-3cn(Cc3ccccc3F)c2cc1OC	-8	-10	-6	0.97	3	1.1	-4	-7	.
CN1C(=O)C(C)(C)c2cc(S(=O)(=O)N3CCN(c4ccccc4)CC3)ccc21	-14	-8	-1	1.1	-14	1	-7	-3	-1.0
Cc1ccc(C2CC(c3cccs3)=NN2C(=O)CSc2nc3ccccc3o2)cc1 (stereo not given)	-8	15	0	0.93	7	0.99	-4	1	-1.9
COc1ccc(CN(Cc2ccc(OC)cc2)C(=O)c2cccs2)cc1	-10	8	-2	1.1	-10	0.99	-4	1	6.1
CCOc1cc(NC(=S)NC)c(OCC)cc1NC(=O)c1ccc(OC)cc1	-2	-8	-4	0.98	2	0.97	-3	3	0.7
COc1ccc(NC2CC(=O)N(c3ccccc3)C2=O)cc1 (stereo not given)	-5	-3	-2	0.89	11	0.74	-7	26	-0.5
COc1c(C(=O)NC(=S)Nc2nnn(C)n2)cc2ccccc2c1Br	-2	-6	0	0.92	8	1.3	-4	-25	1.0
COc1ccc(C(C(=O)NC2CCCC2)N(C(=O)c2csnn2)C2CCCC2)cc1 (stereo not given)	-6	1	-1	0.98	2	1.1	-8	-6	1.2
Cc1ccc(N2C(=O)N(CC(=O)Nc3cc(F)ccc3C)C(=O)C2C)cc1 (stereo not given)	1	-1	1	0.96	4	1.2	-4	-20	-0.3
CCCC(=O)Nc1sc(C)c(C)c1C(=O)Nc1cccc(C)c1	-12	4	1	1	-2	0.98	-4	2	2.8
CCN1C(=O)/C(=c2\sc3nc(=O)c(Cc4ccccc4)nn3c2=O)c2ccccc21	-6	-13	-1	0.89	11	1	0	-2	0.8
COC(=O)c1sccc1NC(=O)c1cc(-c2ccc(C)cc2C)nc2ccccc12	1	-3	-3	0.96	4	1	-4	-2	8.6
COc1ccc(-n2nc(C(=O)NCC(=O)N3CCN(c4ccccc4OC)CC3)c3ccccc3c2=O)cc1OC	-8	5	-2	0.93	7	0.95	-5	5	-2.0
Cc1ccccc1NC(=O)NCCc1nc2ccccc2[nH]1	1	10	-2	0.92	8	1	5	-2	-0.2
O=C1NC(=Nc2ccccc2)S/C1=C\C=C\c1ccco1	49	32	-5	0.27	73*	0.86	61	14	5.2
COc1ccc(CNC(=O)c2cnc3scc(C)n3c2=O)cc1	-4	-2	1	1	-2	0.92	-1	8	-2.2
CCOC(=O)c1c(C)n(CCNC(C)=O)c2ccc(O)cc12	2	10	-1	0.93	7	0.99	-1	1	-2.1
COc1cccc(C2c3[nH]c4ccccc4c3C[C@H]3C(=O)N(CCCCCO)CC(=O)N23)c1 (stereo not given in full)	-8	-7	-6	1.1	-7	1	0	-4	0.7
CCCn1nc(NS(=O)(=O)c2cccc3nonc23)c2cc3ccccc3nc21	-6	-1	-3	0.98	2	1.4	-8	-37	-1.4

Going on with the list:
Compound	APOBEC3G inh	ATG4B inh	MIN6 prolif	mIAP activ	mIAP block	hIAP activ	APOBEC3A inh	hIAP inh	MPTP inh
O=C(CCc1n[nH]c(=O)[nH]c1=O)N1CCCCC1	-6	5	-1	1	0	0.9	-5	10	-0.7
COC(CNC(=O)c1ccc2c(c1)ncn2-c1ccc(C)cc1C)OC	-5	-4	-3	0.95	5	0.92	-2	8	4.5
CCn1c2ccccc2c2nnc(SCCCn3c(=O)[nH]c4ccccc43)nc21	-3	24	-2	0.91	10	1.1	1	-10	8.0
O=C1CC(N2CCC(c3nc4ccccc4[nH]3)CC2)C(=O)N1c1ccccc1F (stereo not given)	-9	0	-1	0.97	3	1	-1	-1	2.5
O=S1(=O)CC/C(=N\Nc2ccc(F)cc2)c2ccsc21	-5	2	-2	1	-1	1	1	-3	-0.6
COc1cc2c(C(=O)N3CCN(Cc4ccc5c(c4)OCO5)CC3)cn(C)c(=O)c2cc1OC	0	-12	1	0.99	1	0.97	5	3	-3.0
O=C(CCS(=O)(=O)c1ccc(Cl)cc1)Nc1nccs1	-11	8	3	0.96	4	1.1	-3	-10	-0.4
COCCNC(=O)/C(C#N)=C/C=C/c1ccccc1[N+](=O)[O-]	-12	-9	-3	1.1	-8	1.1	-3	-11	0.5
Cc1ccc(/C=C/C(=O)Nc2nn[nH]n2)o1	1	-8	-4	0.75	25	0.98	7	2	-0.4
CCOC(=O)c1ccc[n+](CC(=O)Nc2ccccc2OC(F)F)c1	9	3	-2	0.95	5	1.1	31	-6	-3.5
O=C(CN1C(=O)c2ccccc2C1=O)NCC1CCCO1 (stereo not given)	-4	-5	-3	0.91	9	1	-2	-1	7.7
O=C(Nc1cc(=O)[nH]c2nc(-c3ccc(Cl)cc3)nn12)c1ccccc1	-3	-3	-6	1.1	-9	1	-10	-2	.
CCC(C)CCCCNC1=NCCS1 (stereo not given)	-8	-9	-5	1	-3	1.1	-1	-7	1.4
Cc1cc(NC(=O)CSc2nc(-c3ccc(F)cc3)cs2)no1	2	-5	3	0.92	8	0.99	1	1	1.7
Cc1cc(=O)[nH]c2c3ccccc3nn12	-3	-9	1	0.94	6	0.95	0	5	0.2
Cc1ccc(-n2ncc3c2CC(C)(C)CC3NC(=O)CN2CCCC2=O)cc1 (stereo not given)	-1	-7	3	1	-3	0.97	2	2	0.1
CC(C(=O)Nc1ncccn1)(c1ccccc1)c1ccccc1	-3	0	-2	0.89	11	0.87	-1	13	-1.0
CCOC(=O)N1CCN(c2nc(-c3ccc(Cl)cc3)cs2)CC1	-2	8	-3	1.1	-11	1.1	-3	-15	5.8
CSc1nnc(SCC(=O)N(C)c2c(N)n(Cc3ccccc3)c(=O)[nH]c2=O)s1	-8	-7	2	0.89	11	0.97	-3	3	-1.5
Cc1nc2ccc(NC(=O)c3cccs3)cc2s1	-2	-5	-2	1.1	-7	1.2	-1	-21	-1.1
COc1cccc(C(C)NC(=S)NCc2ccc(Cl)cc2)c1 (stereo not given)	-3	2	-2	2.5*	-148	1.2	0	-22	-0.7
Cc1ccccc1NC(=O)Cn1nc(-c2ccc(Cl)s2)ccc1=O	-2	4	-3	1.1	-7	1.1	0	-7	-0.7
O=S(=O)(c1ccc(SCCO)nc1)N1CCOCC1	7	-2	-2	1	-4	0.98	0	2	-1.1

Compound activity deposited in PubChem BioAssay by Sanford-Burnham Center for Chemical Genomics.
